Compound activity deposited in PubChem by NMMLSC.
GSH bead fluor: compound fluoresces at 488/530 nm on GSH beads; 190,000 tested, 0.25% active; fluorescence (KMESF) at 10 µM; GSH beads flow cytometry, compound fluorescence 488/530 nm; stronger effect = higher value; in the data active = fluorescence above about 89;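 also: glutathione beads carrying GST-tagged Bcl family fusion proteins plus one bare bead set; values are compound well signal with DMSO vehicle wells as background; inactives centre near 16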
ABCB1 block: blocks JC-1 efflux by human ABCB1 transporter. P08183. CCRF-Adr cells, flow cytometry. inhibition, % at 6.6 µM. 190,000 tested, 0.067% active. AID 1326; in the data active = inhibition above about 40%;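 also: 0% = vehicle and 100% = reference inhibitor; higher value means more JC-1 retained so stronger ABCB1 efflux block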
Target sequence (P08183 whole entry, looked up): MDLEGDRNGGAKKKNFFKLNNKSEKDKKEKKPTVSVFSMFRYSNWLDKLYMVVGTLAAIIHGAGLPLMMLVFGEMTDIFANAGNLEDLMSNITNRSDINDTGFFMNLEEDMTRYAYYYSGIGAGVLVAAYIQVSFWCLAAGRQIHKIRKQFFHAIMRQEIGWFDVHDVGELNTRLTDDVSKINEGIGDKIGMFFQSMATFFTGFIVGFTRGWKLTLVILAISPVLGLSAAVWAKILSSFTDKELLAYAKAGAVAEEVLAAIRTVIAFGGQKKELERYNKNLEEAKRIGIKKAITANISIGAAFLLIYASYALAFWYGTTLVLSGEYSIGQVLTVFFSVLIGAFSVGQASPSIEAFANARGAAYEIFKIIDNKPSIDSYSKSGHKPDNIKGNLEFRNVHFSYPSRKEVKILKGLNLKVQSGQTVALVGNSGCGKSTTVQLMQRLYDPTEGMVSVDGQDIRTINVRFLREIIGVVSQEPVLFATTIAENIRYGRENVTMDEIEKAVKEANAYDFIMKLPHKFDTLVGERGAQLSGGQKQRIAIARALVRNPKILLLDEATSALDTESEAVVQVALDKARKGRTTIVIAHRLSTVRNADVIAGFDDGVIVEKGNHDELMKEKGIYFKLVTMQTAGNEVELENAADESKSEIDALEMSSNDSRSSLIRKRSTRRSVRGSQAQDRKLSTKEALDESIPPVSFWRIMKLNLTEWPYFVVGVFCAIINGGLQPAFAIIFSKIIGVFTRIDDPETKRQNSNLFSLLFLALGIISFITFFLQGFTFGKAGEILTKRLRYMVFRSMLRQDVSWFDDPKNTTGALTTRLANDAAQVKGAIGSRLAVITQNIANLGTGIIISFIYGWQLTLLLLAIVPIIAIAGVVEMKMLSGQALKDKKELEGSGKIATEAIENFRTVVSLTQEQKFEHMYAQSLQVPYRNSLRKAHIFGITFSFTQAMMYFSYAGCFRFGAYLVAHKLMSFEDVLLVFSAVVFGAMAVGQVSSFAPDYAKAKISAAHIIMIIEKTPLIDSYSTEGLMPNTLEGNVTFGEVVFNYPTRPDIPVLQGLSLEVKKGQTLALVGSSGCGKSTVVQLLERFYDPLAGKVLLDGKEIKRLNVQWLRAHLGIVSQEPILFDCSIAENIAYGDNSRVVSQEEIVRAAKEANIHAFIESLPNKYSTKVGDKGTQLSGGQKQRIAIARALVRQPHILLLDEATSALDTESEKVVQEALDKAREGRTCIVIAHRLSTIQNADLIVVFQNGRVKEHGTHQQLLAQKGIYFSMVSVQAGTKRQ
Bcl-B Bim block: inhibitors of Bim-Bcl-B interaction, human. Q9HD36. bead-based flow cytometry, Bim peptide-Bcl-B binding. inhibition, % at 10 µM. 190,000 tested, 0.073% active;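 also: 0% = tracer peptide without compound and 100% = reference inhibitor peptide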
Bcl-W Bim block: human Bim-Bcl-W interaction inhibition | Q92843 | bead-based flow cytometry, Bim peptide-Bcl-W binding | inhibition, % at 10 µM | 190,000 tested, 0.02% active | AID 952;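 also: 0% = bound tracer without compound and 100% = peptide blocker; higher means less fluorescent Bim peptide bound to Bcl-W beads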
ABCG2 inh: human ABCG2 inhibition, ABCB1 as counter-screen; IgMXP3 cells, JC-1 efflux, flow cytometry; inhibition, % at 6.6 µM; Q9UNQ0; 190,000 tested, 0.1% active; AID 1325;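 active = inhibition above 80%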;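 also: 0% = DMSO and 100% = nicardipine control wells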
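System: two drug-resistant human cell lines, ABCG2 and ABCB1; controls: nicardipine high and DMSO low controls; times: 10 min exposure at 25 °C with rotation, no wash; detection: flow cytometry of retained JC-1 fluorescence; read-out basis: percent efflux inhibition, scaled nicardipine 100% to DMSO 0%; doses: one concentration, 6.6 µM final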
Bim-Bcl-XL: human Bim-Bcl-XL interaction inhibition; inhibition, % at 10 µM; Q07817; 190,000 tested, 0.04% active; Bim peptide-Bcl-XL binding, bead flow cytometry, fluorescence; AID 1007
RGS7-Gao: human RGS7-Galphao interaction regulation | 220,000 tested, 0.35% active | Multiplexed bead flow cytometry, RGS7-Galphao binding; actives lie on both sides | binding response (% of control), % at 10 µM | AID 1439 | P09471; in the data active = binding response below about 49% or above about 150%; inconclusive = no clear call, values can overlap the other calls; inactive = in between;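 also: fluorescent Galphao held in activated GDP-AlF4 state binding bead-coupled RGS7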
RGS8-Gao: regulators of human RGS8-Galphao interaction; P09471; multiplexed bead flow cytometry, RGS8-Galphao binding; actives lie on both sides; response (percent of control binding), % at 10 µM; 220,000 tested, 0.34% active; in the data active = response below about 60% or above about 140%; inactive = in between;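 also: Galphao activated as the GDP aluminium fluoride complex binding bead-coupled RGS8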
Bfl-1 Bim block: inhibitors of Bim-Bfl-1 interaction, human. inhibition, % at 10 µM. Q16548. Bead-based flow cytometry, Bim-Bfl-1 binding inhibition. 190,000 tested, 0.12% active. AID 1008;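 also: 0% = wells without compound plus tracer and 100% = blocker peptide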
Bim-Bcl-2: human Bim-Bcl-2 interaction inhibition | Bead-based flow cytometry, Bim peptide-Bcl-2 binding | inhibition, % at 10 µM | AID 950 | 190,000 tested, 0.06% active | P10415; in the data active = inhibition above about 40%; inconclusive = no clear call, values can overlap the other calls;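 also: 0% = no compound wells with probe peptide and 100% = reference peptide inhibitor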
RGS4-Gao reg: human RGS4-Galphao interaction regulation; P09471; Multiplexed bead flow cytometry, RGS4-Galphao binding; actives lie on both sides; binding response (% of control), % at 10 µM; 220,000 tested, 0.33% active; AID 1415; in the data active = binding response below about 49% or above about 150%; inactive = in between;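 also: fluorescent Galphao activated with aluminum fluoride binding bead-coupled RGS4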
Active calls of the source: *; ? = inconclusive; . = not tested or not shown. Rule as the data show it, unless noted: active = inhibition above about 40%.

SMILES	GSH bead fluor	ABCB1 block	Bcl-B Bim block	Bcl-W Bim block	ABCG2 inh	Bim-Bcl-XL	RGS7-Gao	RGS8-Gao	Bfl-1 Bim block	Bim-Bcl-2	RGS4-Gao reg
O=C(COC(=O)C1CC1)Nc1ncc(C(F)(F)F)cc1Cl	6	-0.1	2	0	0	0	97	101	-4	0	102
CC(C)Cn1c(=O)c(-[n+]2ccccc2)c([O-])c2ccccc21	12	0.7	-1	-2	1	-2	98	98	-2	0	95
CCC(CC)C(=O)OCC(=O)NC12CC3CC(CC(C3)C1)C2	9	0.4	-6	0	1	-4	100	101	-8	-5	100
CC(=O)c1ccc(OC(=O)N(c2ccccc2)c2ccccc2)cc1	12	1.3	0	0	5	0	98	95	-1	2	99
COc1ccccc1CNC(=O)c1cnccn1	8	0.3	4	1	1	2	79	89	2	4	65
O=[N+]([O-])C1=CC=C2C(=NC3(CCCCC3)N2O)C1=NC1CCCCC1	5	0.0	5	11	0	4	102	100	5	7	102
CCCCc1ccc(-c2nc(N)n[nH]2)cc1	10	0.0	-1	1	0	-1	106	102	0	0	106
CCc1ccc(/C(C)=N\Nc2ccc([N+](=O)[O-])cc2)cc1	14	0.8	-6	0	8	-6	102	99	-8	-7	99
CC(C)(C)NC(=O)C(c1ccncc1)N(C(=O)c1csnn1)c1ccccc1 (stereo not given)	48	-0.1	-7	0	-1	-16	104	106	-9	-6	105
Cc1cc(C)nc(-n2ncc3c2CCCC3=O)n1	12	-0.6	-1	2	2	-1	94	100	-3	0	104
C/C(=N\NS(=O)(=O)c1ccccc1)c1cc(Cl)cc(Cl)c1O	10	-0.3	4	2	1	3	100	103	3	11	103
CCOc1cc(CNc2ccc3c(c2)CCC3)ccc1OC	25	0.7	-12	-1	3	-2	99	98	-11	-5	102
Cc1c(Cc2ccccc2)c(=O)oc2cc(OCc3ccc(C(=O)O)cc3)ccc12	13	0.2	-2	-1	1	-4	96	97	0	-2	95
O=C(CCn1c(=S)[nH]c2ccccc2c1=O)NCCCN1CCOCC1	15	0.1	-5	1	1	-2	105	100	0	2	105
COc1ccc(C(=O)Oc2ccc3c(c2)OCO3)cc1OC	5	0.1	-2	0	1	-4	96	101	-9	-7	96
C[C@]12C=CC(=O)C=C1CC[C@H]1[C@@H]3C[C@@H](O)[C@](O)(C(=O)CO)[C@@]3(C)C[C@H](O)[C@@]12F	22	0.2	-4	-4	0	-4	100	100	-2	-2	102
COc1ccc(N(C(=O)c2cccc(OC)c2OC)C2C=CS(=O)(=O)C2)cc1 (stereo not given)	20	0.3	-1	-1	1	0	102	99	0	-1	102
Cn1c(=O)c2c(-c3ccc(C(C)(C)C)cc3)n(CC3CCCO3)cc2n(C)c1=O (stereo not given)	27	0.5	-5	0	2	0	104	103	-2	-1	101
O=C(N1CCOCC1)C(F)(F)C(F)(F)C(F)(F)C(F)(F)C(=O)N1CCOCC1	12	5.8	-8	0	-2	-8	106	101	-9	-11	103
O=C(N/N=C/C(Br)=C/c1ccccc1)C1CC1	17	0.4	-1	2	8	0	96	99	-2	-1	99
Nc1ncn(C(=O)c2ccco2)n1	8	0.3	2	0	1	3	117	102	-4	1	93
Cc1cc(C)c(NC(=O)C2CCC(=O)N2)c(C)c1 (stereo not given)	23	0.1	.	.	0	.	102	102	.	.	104
COc1ccc(OC)c(C(C(=O)NCc2ccco2)N(C(=O)Cn2nnc3ccccc32)C(C)C)c1 (stereo not given)	13	4.7	1	1	1	-1	108	106	0	1	108
NS(=O)(=O)c1cccc(NC(=O)CCSc2ccc(Cl)cc2)c1	6	0.0	-3	-2	0	-3	105	102	2	1	99
O=C(NC1CCCC1)C1CCN(S(=O)(=O)c2cccc3cccnc23)CC1	29	0.1	-11	-2	5	-3	103	102	-12	-10	100
O=C(O)CCCC(=O)Nc1ccc(Cl)cc1	11	-0.1	0	-2	1	-2	94	97	-4	-1	93
COc1ccc(-c2[nH]ncc2CN2CCCO2)c(F)c1	14	1.2	-4	-3	1	-5	110	101	1	-4	106
Clc1ccccc1-c1nc2nc3ccccc3nc2n1-c1ccc2c(c1)OCO2	17	0.0	-8	-4	3	-5	99	97	-12	-5	99
Cc1cc(C(C#N)c2ccccc2)n2ncnc2n1 (stereo not given)	8	0.9	0	0	3	-3	100	105	0	0	101
Cc1cc(N2C3CCC2CC(O)(c2ccc(F)cc2)C3)nc(-c2ccccc2)n1 (stereo not given)	40	0.3	-10	1	1	-13	106	108	-8	-5	110
CCOc1ccccc1-n1cnc2cc(C(=O)NCc3ccco3)ccc21	23	1.8	0	0	5	0	96	97	2	1	99
C=CCNC(=O)c1ccc2c(c1)nnn2C	16	0.5	-3	-6	3	-3	97	101	-2	3	98
CCn1ncc([N+](=O)[O-])c1C(=O)N1CCCC1	8	0.5	-3	0	2	-1	105	106	-6	-1	105
Cn1cc(SCC(N)=O)c2ccccc21	14	0.5	0	-2	3	0	102	103	0	4	98
Cc1ccc(CNC(=O)/C(C#N)=C\c2ccc(N(C)C)cc2)cc1	23	0.3	-10	-2	36	-8	100	100	-18	-15	100
Cc1cc(C)cc(NC(=O)c2ccc3nc[nH]c3c2)c1	3	-0.3	-1	1	0	0	98	105	0	0	99
CC(C)(CO)NCC(=O)Nc1cc(C(F)(F)F)cc(NC(=O)CNC(C)(C)CO)c1Cl	6	0.3	-3	-1	4	-5	101	102	-1	-4	102
Fc1ccc(N/N=C2/CC(c3ccccc3)Oc3ccccc32)c(F)c1 (stereo not given)	7	0.7	-5	-2	2	-5	99	100	0	2	102
Cc1cc(C)n2ncc(C(=O)NC3CCCCC3)c2n1	17	-0.5	-10	-4	0	-5	103	103	-4	-2	102
Cc1cc(NC(=O)CCC(=O)N(Cc2cccs2)C(C(=O)NC2CCCC2)c2cccnc2)no1 (stereo not given)	19	0.7	-2	-3	2	-5	98	97	-1	-7	97
CN(c1ccccc1)S(=O)(=O)c1ccc(Cl)c(C(=O)Nc2nn[nH]n2)c1	15	0.0	0	1	0	-1	?	99	-3	0	102
Cc1ccccc1NC(=O)c1ccc(CN(c2ccccc2)S(=O)(=O)c2ccccc2)cc1	6	-0.1	0	-1	-1	-4	95	96	0	0	95
O=C(C[n+]1cc(-c2ccc(F)cc2)n2c1CCC2)Nc1nc(-c2ccc(F)cc2)cs1	18	0.0	-10	-5	0	-4	95	105	-11	-7	104
Cc1sc(NC(=O)c2ccco2)c(CN2CCCCC2)c1C	34	0.5	-7	0	3	-5	96	98	-12	-8	98
c1ccc(Cc2noc(CN3CCCC(CN4CCOCC4)C3)n2)cc1 (stereo not given)	12	0.1	0	-3	2	-4	?	99	-4	0	99
COc1ccc(OC)c2c(C)cc(N3CCN(C(=O)c4ccc(Cl)cc4)CC3)nc12	22	-0.1	0	0	-1	-4	96	97	1	1	103
COc1ccc(NC(=O)CSc2nnc3n2CCCCC3)cc1	25	0.3	-7	0	10	-4	106	98	-4	-4	98
N=c1sccn1CC(=O)NC(=O)NC1CCCC1	8	2.0	-8	-3	15	-6	107	109	-2	0	104
COc1ccc(NC(=O)c2ccccc2NS(C)(=O)=O)cc1OC	25	0.7	-7	-2	4	-5	104	103	-11	-8	102
CCc1ccc(NC(=O)COc2ccc(Br)cn2)cc1	20	0.3	-5	-4	2	-4	102	99	-4	-6	103
Cc1ccc(S(=O)(=O)c2nc(S(C)(=O)=O)sc2NCC2CCCO2)cc1 (stereo not given)	27	1.7	-7	1	3	-3	103	100	-8	-7	100
Nc1ccc(C(=O)NCc2ccccc2)cc1	12	0.3	-3	2	22	0	101	100	3	2	104
O=C(CSc1ccc(-c2ccccn2)nn1)N1CCCc2ccccc21	23	1.4	0	2	4	0	96	103	-4	3	102
CSc1ccccc1NC(=O)c1cc(C)on1	11	1.2	-18	-2	4	-5	99	99	17	-2	100
Cc1ccccc1OCc1nnc(SCC(=O)NCc2ccco2)n1C	19	-0.1	2	-3	2	0	102	102	0	0	104

3 compounds out of the list above, sorted by their value in RGS4-Gao reg, high to low.
SMILES	GSH bead fluor	ABCB1 block	Bcl-B Bim block	Bcl-W Bim block	Bim-Bcl-XL	RGS7-Gao	RGS8-Gao	Bfl-1 Bim block	Bim-Bcl-2	RGS4-Gao reg
N=c1sccn1CC(=O)NC(=O)NC1CCCC1	8	2.0	-8	-3	-6	107	109	-2	0	104
COc1ccc(OC)c2c(C)cc(N3CCN(C(=O)c4ccc(Cl)cc4)CC3)nc12	22	-0.1	0	0	-4	96	97	1	1	103
CSc1ccccc1NC(=O)c1cc(C)on1	11	1.2	-18	-2	-5	99	99	17	-2	100

Of the compounds above, these contain a Cl atom:
SMILES	GSH bead fluor	ABCB1 block	Bcl-B Bim block	Bcl-W Bim block	ABCG2 inh	Bim-Bcl-XL	RGS7-Gao	RGS8-Gao	Bfl-1 Bim block	Bim-Bcl-2	RGS4-Gao reg
O=C(COC(=O)C1CC1)Nc1ncc(C(F)(F)F)cc1Cl	6	-0.1	2	0	0	0	97	101	-4	0	102
C/C(=N\NS(=O)(=O)c1ccccc1)c1cc(Cl)cc(Cl)c1O	10	-0.3	4	2	1	3	100	103	3	11	103
NS(=O)(=O)c1cccc(NC(=O)CCSc2ccc(Cl)cc2)c1	6	0.0	-3	-2	0	-3	105	102	2	1	99
O=C(O)CCCC(=O)Nc1ccc(Cl)cc1	11	-0.1	0	-2	1	-2	94	97	-4	-1	93
Clc1ccccc1-c1nc2nc3ccccc3nc2n1-c1ccc2c(c1)OCO2	17	0.0	-8	-4	3	-5	99	97	-12	-5	99
CC(C)(CO)NCC(=O)Nc1cc(C(F)(F)F)cc(NC(=O)CNC(C)(C)CO)c1Cl	6	0.3	-3	-1	4	-5	101	102	-1	-4	102
CN(c1ccccc1)S(=O)(=O)c1ccc(Cl)c(C(=O)Nc2nn[nH]n2)c1	15	0.0	0	1	0	-1	?	99	-3	0	102
COc1ccc(OC)c2c(C)cc(N3CCN(C(=O)c4ccc(Cl)cc4)CC3)nc12	22	-0.1	0	0	-1	-4	96	97	1	1	103
